HIF-2a inh: blocks HIF-2a reporter activity | 786-0 RCC cells HIF-2a reporter, luciferase luminescence, overnight | inhibition, % at 18.8 µM | 0.72% of 360,000 active | AID 624352;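 active means inhibition of the luminescence signal of 40% or more relative to plate controls, in a single-dose primary screen at 18.75 µM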
Shn3 inh set2: reduces Shn3 3'UTR luciferase signal in osteoblasts | inhibition, % at 12.5 µM | Clone20 osteoblast Shn3 3'UTR firefly luciferase, 24 h | 0.52% of 360,000 active | AID 588674;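 active means mean inhibition of at least 75% with every replicate also reaching 75%; inconclusive means mean inhibition at least 75% but some replicate below; inactive means mean inhibition below 75%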;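 further: 0% = median of neutral control wells and 100% = pilot-screen positive control compound; some compounds past the cut are filed as inactive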
PDI inh: PDI (human) enzyme inhibition; P07237; PDI insulin aggregation turbidity, A650, 90 min; inhibition, % at 10 µM; 0.052% of 350,000 active; AID 588391;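 active means mean inhibition across replicates of 30% or more, whatever share of single replicates reach that level; inconclusive means mean inhibition below 30% while every single replicate reaches 30%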;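 further: absorbance from insulin aggregation driven by PDI reduction with DTT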
Target sequence (P07237 whole entry, looked up): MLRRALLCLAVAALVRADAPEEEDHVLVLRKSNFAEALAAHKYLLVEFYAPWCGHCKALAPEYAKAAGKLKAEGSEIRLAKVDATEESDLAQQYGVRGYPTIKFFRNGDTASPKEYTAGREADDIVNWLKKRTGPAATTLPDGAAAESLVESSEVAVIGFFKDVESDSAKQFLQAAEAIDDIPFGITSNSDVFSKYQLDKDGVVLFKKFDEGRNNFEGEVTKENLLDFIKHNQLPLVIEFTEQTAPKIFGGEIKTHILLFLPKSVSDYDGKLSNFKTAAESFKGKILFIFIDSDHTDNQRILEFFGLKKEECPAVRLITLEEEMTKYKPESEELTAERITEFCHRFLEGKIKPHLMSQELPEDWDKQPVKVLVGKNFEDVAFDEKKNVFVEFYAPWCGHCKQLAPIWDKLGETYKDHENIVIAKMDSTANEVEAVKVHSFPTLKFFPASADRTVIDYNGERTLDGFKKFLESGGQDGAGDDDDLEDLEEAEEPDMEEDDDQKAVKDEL
MITF TRPM1 inh: inhibitors of MITF-driven TRPM1 promoter in melanoma cells; 0.83% of 330,000 active; inhibition, % at 12.5 µM; SK-MEL-5 TRPM1 promoter luciferase, 24 h;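 active means mean inhibition across replicates of 60% or more, whatever share of single replicates reaches that level; inconclusive means some that reach 60%, reason not given; inactive means mean inhibition across replicates below 60%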; further: values of inactives mirror those of a sister screen read the other way
NR2E3 ag-1: human photoreceptor-specific nuclear receptor agonism | Q9Y5X4 | CHO-S Gal4-NCOR/VP16-NR2E3 two-hybrid, luciferase | inhibition of corepressor binding, % at 3.98 µM | 0.35% of 360,000 active | AID 602229;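 active means inhibition above the mean of all tested compounds plus 3 SD, cut at about 70% in these data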;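 further: 0% = DMSO with NR2E3 transfected cells and 100% = cells lacking NR2E3 construct; higher means lower luciferase signal from less NR2E3 corepressor binding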
Target sequence (Q9Y5X4 whole entry, looked up, the tested form may be a part): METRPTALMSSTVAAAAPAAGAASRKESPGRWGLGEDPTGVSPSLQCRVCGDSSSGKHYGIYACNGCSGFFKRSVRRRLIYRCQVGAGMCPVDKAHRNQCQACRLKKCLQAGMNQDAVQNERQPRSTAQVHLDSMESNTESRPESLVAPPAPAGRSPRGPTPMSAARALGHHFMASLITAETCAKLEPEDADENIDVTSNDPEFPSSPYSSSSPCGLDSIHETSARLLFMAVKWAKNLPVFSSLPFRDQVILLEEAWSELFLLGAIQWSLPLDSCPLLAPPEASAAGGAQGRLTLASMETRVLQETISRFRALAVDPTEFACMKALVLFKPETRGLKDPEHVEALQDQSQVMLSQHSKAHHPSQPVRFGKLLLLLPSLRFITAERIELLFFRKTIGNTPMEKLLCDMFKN
NR2E3 ag-2: NR2E3 (human) agonism; GST-NR2E3/biotin-RetCOR TR-FRET, 1536-well; AID 2300; inhibition of corepressor binding, % at 4.78 µM; 0.12% of 320,000 active; Q9Y5X4;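 active means percent inhibition above the cutoff of mean plus 3 SD of all tested compounds, set per screening campaign, cut at about 20% in these data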;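 further: 0% = DMSO wells and 100% = biotin wells as full block of FRET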
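System: GST-tagged NR2E3 plus biotinylated RetCOR corepressor; Buffer or medium: pH 7.5 Tris-based buffer; Probe or stimulus: RetCOR corepressor, biotinylated, 7 nM; Doses: compound at 4.8 µM, single dose; Schedule: 5 h incubation at 4 °C; Technique: time-resolved FRET; Evaluation: percent inhibition of TR-FRET ratio; Replication: one well per compound, singlicate testing.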
iPSC survival up: increases survival of single human iPS cells. hiPSC single-cell survival, ATPlite luminescence; 100% = ROCK inhibitor wells, 0% = DMSO. survival enhancement, % at 20 µM. 0.044% of 360,000 active. AID 602274; in the data active means survival enhancement above about 18%;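 further: cells exposed to compounds for 16 hours before the ATP read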
Cardio protect: myocardial damage modulation in H9c2 cells; H9c2 cardiomyocytes, H2O2 injury protection, ATPLite, 2 h; protection from H2O2 cell death, % at 20 µM; 0.63% of 360,000 active; AID 588492;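 active means compounds giving at least 50% protection of heart cells from peroxide-induced death in the single-dose screen, raw or plate-pattern-corrected value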;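 further: 0% = DMSO wells with peroxide and 100% = DMSO wells without peroxide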
Peg3 prom inh: reduces Peg3 promoter-driven luciferase expression in HeLa | inhibition, % at 20 µM | HeLa PEG-Prom luciferase reporter, luminescence, overnight | 1.7% of 360,000 active | AID 588405;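 active means inhibition of at least 50% at 20 µM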
HTR2A ag: agonists of mouse serotonin 5-HT2A receptor (HTR2A) | P35363 | CHO-K1 mHTR2A beta-arrestin complementation, luminescence; percent of 30 µM serotonin response | activation, % at 7.6 µM | 0.66% of 360,000 active | AID 624169;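 active means activation above a run cutoff, the mean activation of all tested compounds plus 3 SD, cut at about 14% in these data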;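 further: 0% = plate median of compound wells and 100% = 30 µM serotonin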
CaV13 ICDI inh: Disruptors of the CACNA1D IQ motif to Ca2+-dependent inactivation inhibitor domain association, primary screening, Förster resonance energy transfer in intact living …; HEK cells, CFP/YFP FRET ICDI-IQ, plate reader, 10 min; percent FRET-ratio fall versus neutral wells; inhibition, % at 12.3 µM; 0.098% of 340,000 active;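 active means mean replicate inhibition of at least 30% and at least 1% of replicates passing that level; inconclusive means only one of the two criteria is met; inactive means neither criterion is met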;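 further: 0% = median of the neutral control wells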
The depositor's hits bear a star; ? = inconclusive; · = not tested or not shown; & = joins results of further samples. Only part of the results is shown (hit frequency here may not be typical).

Compound | HIF-2a inh | iPSC survival up | PDI inh | NR2E3 ag-1 | NR2E3 ag-2 | MITF TRPM1 inh | Cardio protect | Peg3 prom inh | CaV13 ICDI inh | HTR2A ag | Shn3 inh set2
CC(=NCC1CCCO1)c1c(O)n(C2CCCCC2)c(=O)[nH]c1=O (stereo not drawn) | 11 | 0.9 | 13 | 5 | 1 | 2 | 3 | -14 | -20 | -2 | -30
CCCCCCN1CCN(c2ccccc2Cl)CC1 | 1 | -1.7 | -5 | 29 | -1 | -7 | -3 | 8 | -3 | -13 | 19
Cn1c(O)c(C=NCCOc2ccc(Cl)cc2)c(=O)n(C)c1=O | 16 | -1.4 | 2 | 3 | 0 | -6 | 11 | 1 | -4 | -1 | 17
COC(=O)C(O)(c1ccc(N=Cc2ccccc2O)c(C)c1)C(F)(F)F (stereo not drawn) | -11 | 1.5 | 13 | -8 | 4 | -10 | 13 | 16 | -3 | -5 | -2
CSCCC(c1nnnn1-c1ccc2c(c1)OCCO2)N1CCC2(CC1)C(=O)NCN2c1ccccc1 (stereo not drawn) | 11 | 0.8 | · | -18 | · | · | 20 | 30 | -9 | -1 | 5
c1ccc(CN2CCNCC2)nc1 | 12 | -0.8 | 3 | -12 | -4 | -6 | 2 | 11 | -5 | -3 | 5
CCOC(=O)N(c1ccccc1)P1(=S)OCC(C)O1 (stereo not drawn) | 14 | 3.8 | -7 | -21 | -1 | -27 | 1 | -13 | -8 | 1 | -8
O=C(N/N=C/c1c(O)n(C2CC2)c(=S)[nH]c1=O)c1ccccc1O | -12 | -0.7 | -6 | -26 | 2 | -11 | -2 | 10 | -1 | 4 | 2
Cc1cc(/C=C2/C(=O)NC(=O)N(C)C2=O)c(C)n1-c1ccccc1 | -70 | 0.0 | -1 | 1 | 1 | -8 | -22 | -27 | -4 | 3 | -3
Cc1cccc(OP(=O)(Nc2ccc(F)cc2)Oc2cccc(C)c2)c1 | 28 | -1.1 | -2 | 1 | -1 | 0 | 0 | 32 | 3 | -4 | 11
O=C(C(=O)N1CCC2(CC1)OCCO2)c1c[nH]c2ccccc12 | -1 | -1.0 | 20 | 10 | -2 | -3 | 9 | -1 | -7 | 5 | 1
C[C@]12CCC(=O)C=C1CC[C@@H]1C2[C@H](O)C[C@]2(C)C(=O)CCC12 (stereo partly drawn) | 8 | -0.3 | -13 | -21 | -2 | 12 | -1 | -7 | -15 | -4 | -4
Nc1ccccc1-[n+]1c(-c2ccccc2)cc(-c2ccccc2)cc1-c1ccccc1 | 0 | -0.7 | -4 | -25 | 1 | 16 | -20 | 20 | -5 | 3 | 0
CC12CCC(=O)C=C1CCC1C2CCC2(C)C1CCC2(O)CC#N (stereo not drawn) | -2 | 2.6 | -3 | -5 | · | 6 | -2 | -3 | -6 | 0 | 24
C=C(C)CSc1nnc([C@@H](N)Cc2c[nH]c3ccccc23)o1 | 3 | 0.4 | 4 | -7 | 0 | 3 | 0 | 5 | -5 | 0 | -7
CCC12CN3CC(CC)(CN(C1)C3c1cccnc1)C2=O (stereo not drawn) | 2 | -1.3 | 7 | -11 | -3 | -3 | -6 | 9 | -5 | -1 | 5
COC(=O)C1=C(c2ccc(OCc3ccccc3)cc2)C[C@@H]2CC[C@H]1N2C(=O)NCc1ccc(OC)c(OC)c1 | 12 | -3.5 | -4 | 24 | 1 | · | 2 | 8 | -5 | -5 | ?
CN(C)c1ccc(-[n+]2c(-c3ccccc3)cc(-c3ccccc3)cc2-c2ccccc2)cc1 | 35 | 0.0 | 5 | 51 | · | 92* | -15 | 72* | -4 | 13 | 94*
c1ccc2c(c1)CNc1ccccc1O2 | -8 | -1.2 | -2 | -7 | 1 | 5 | -8 | 12 | -5 | 1 | -17
CCCCCCC(N)CC(=O)O (stereo not drawn) | 10 | -0.7 | 18 | 15 | · | -6 | 0 | 6 | -3 | 6 | -7
CCOP(=O)(OCC)C(NC(=O)NC)C(N)=O (stereo not drawn) | 20 | 2.5 | 0 | -30 | 4 | -4 | 6 | 4 | 7 | 2 | -11
Cc1c(OC(=O)N(C)C)ccc2c1O/C(=C\c1ccco1)C2=O | -217 | 0.0 | -4 | -52 | · | -51 | -4 | -264 | -3 | -2 | -17
Cc1ccc(C2=CCNCC2)cc1 | 4 | 0.4 | -3 | 10 | 0 | 7 | 2 | 17 | 0 | 2 | 1
C[C@]12CCC3C(CC[C@H]4C[C@H](O)CC[C@]34C)C1C[C@@H](O)[C@@H]2O (stereo partly drawn) | 10 | 16 | -1 | -13 | · | -14 | -2 | 4 | -5 | -1 | 5
CCCCn1nnnc1C(CCc1ccccc1)N1CCC(n2c(=O)[nH]c3ccccc32)CC1 (stereo not drawn) | -16 | -2.1 | · | 22 | · | · | 31 | 82* | -4 | 5 | 18

Compounds listed so far with fluorine (two):
Compound | HIF-2a inh | iPSC survival up | PDI inh | NR2E3 ag-1 | NR2E3 ag-2 | MITF TRPM1 inh | Cardio protect | Peg3 prom inh | CaV13 ICDI inh | HTR2A ag | Shn3 inh set2
COC(=O)C(O)(c1ccc(N=Cc2ccccc2O)c(C)c1)C(F)(F)F (stereo not drawn) | -11 | 1.5 | 13 | -8 | 4 | -10 | 13 | 16 | -3 | -5 | -2
Cc1cccc(OP(=O)(Nc2ccc(F)cc2)Oc2cccc(C)c2)c1 | 28 | -1.1 | -2 | 1 | -1 | 0 | 0 | 32 | 3 | -4 | 11

7 structures from above, ordered by length of the SMILES, descending.
Compound | HIF-2a inh | iPSC survival up | PDI inh | NR2E3 ag-1 | NR2E3 ag-2 | MITF TRPM1 inh | Cardio protect | Peg3 prom inh | CaV13 ICDI inh | HTR2A ag | Shn3 inh set2
COC(=O)C1=C(c2ccc(OCc3ccccc3)cc2)C[C@@H]2CC[C@H]1N2C(=O)NCc1ccc(OC)c(OC)c1 | 12 | -3.5 | -4 | 24 | 1 | · | 2 | 8 | -5 | -5 | ?
C[C@]12CCC3C(CC[C@H]4C[C@H](O)CC[C@]34C)C1C[C@@H](O)[C@@H]2O (stereo partly drawn) | 10 | 16 | -1 | -13 | · | -14 | -2 | 4 | -5 | -1 | 5
CSCCC(c1nnnn1-c1ccc2c(c1)OCCO2)N1CCC2(CC1)C(=O)NCN2c1ccccc1 (stereo not drawn) | 11 | 0.8 | · | -18 | · | · | 20 | 30 | -9 | -1 | 5
Cc1c(OC(=O)N(C)C)ccc2c1O/C(=C\c1ccco1)C2=O | -217 | 0.0 | -4 | -52 | · | -51 | -4 | -264 | -3 | -2 | -17
Cn1c(O)c(C=NCCOc2ccc(Cl)cc2)c(=O)n(C)c1=O | 16 | -1.4 | 2 | 3 | 0 | -6 | 11 | 1 | -4 | -1 | 17
CCCCCCN1CCN(c2ccccc2Cl)CC1 | 1 | -1.7 | -5 | 29 | -1 | -7 | -3 | 8 | -3 | -13 | 19
c1ccc2c(c1)CNc1ccccc1O2 | -8 | -1.2 | -2 | -7 | 1 | 5 | -8 | 12 | -5 | 1 | -17

(cont.)
Compound | HIF-2a inh | iPSC survival up | PDI inh | NR2E3 ag-1 | NR2E3 ag-2 | MITF TRPM1 inh | Cardio protect | Peg3 prom inh | CaV13 ICDI inh | HTR2A ag | Shn3 inh set2
CCOC(=O)[C@]12Cc3c(cc(OC)c(OC)c3OC)[C@H]1N(CCC(=O)OC)C(=O)c1ccccc12 | 22 | -0.8 | · | -16 | · | · | · | · | -10 | -2 | ·
Cc1ccc(C2=NCC(=O)N(CC(=O)N3CCCCC3)c3sc(C)c(C)c32)cc1 | 9 | -1.5 | 0 | -5 | -2 | -1 | 3 | 11 | -5 | -4 | 14
C/C=C(\C)C(=O)N[C@@H](c1ccccc1)[C@@H](O)C(=O)O[C@H]1C[C@@]2(O)[C@@H](OC(=O)c3ccccc3)C3[C@](C)(C(=O)[C@H](O)C(=C1C)C2(C)C)[C@@H](O)C[C@H]1OC[C@@]31OC(C)=O (stereo partly drawn) | 8 | -3.2 | · | -32 | -5 | 21 | -4 | 23 | · | -1 | 2
Cc1c(C)c2ccc(OCC(=O)N3C[C@H]4C[C@@H](C3)c3cccc(=O)n3C4)cc2oc1=O | -9 | 0.0 | · | -6 | -2 | -8 | 5 | 1 | · | 3 | 3
c1ccc2oc(-c3ccc4c(c3)CNCc3cnnn3-4)cc2c1 | -337 | 1.6 | · | -75 | · | · | 2 | -376 | -6 | -3 | -93
O=C(Cc1ccccc1)N1CCN(CC2CC3C=CC2C3)CC1 (stereo not drawn) | -10 | -0.5 | 2 | -7 | -2 | 0 | 3 | 3 | · | 6 | -2
Clc1ccccc1C1NCc2ccccc2-n2cccc21 (stereo not drawn) | 19 | 0.0 | 5 | 9 | -2 | 0 | 0 | 29 | 1 | 2 | 63
Cc1ccc(NC2=NCCCS2)c(C)c1C | 15 | -0.2 | -5 | 5 | -2 | 0 | -8 | 7 | -4 | 19* | 40
O=C1c2ccccc2-n2nnnc2C2c3ccccc3-n3nncc3CN12 (stereo not drawn) | 1 | 1.1 | · | 5 | · | · | 10 | -17 | -6 | -1 | -33
COc1cc2c3c(c1OC)Oc1ccc(cc1)C[C@H]1c4c(cc(OC)c(OC)c4Oc4ccc(cc4)C[C@@H]3N(C)CC2)CCN1C | 11 | -2.6 | 2 | -15 | · | 91* | -15 | 87* | -4 | 1 | 33
C=CCNC(=S)N1Cc2cc(Br)ccc2-n2nncc2C1 | 5 | -1.8 | · | 1 | · | · | 1 | 1 | -6 | 0 | 7
CN1C(=O)C(=Cc2ccccc2OS(=O)(=O)c2ccccc2)C(=O)N(C)C1=O | -7 | 1.0 | 10 | -24 | -1 | -6 | 6 | 21 | -4 | 1 | -14
CCCCCC1(C(C)C)C(=O)NC(=S)NC1=O | 7 | -0.9 | 5 | 8 | · | -2 | 4 | 13 | -6 | 0 | 73
CCOC(=O)C(C)Oc1cc(C)cc2oc(=O)c3c(c12)CCCC3 (stereo not drawn) | -16 | 0.0 | 8 | -39 | 3 | 5 | -1 | 3 | · | 4 | -20
COc1ccc(OC(=O)N(C)C[C@@H]2OCc3cnnn3CCCC(=O)N([C@H](C)CO)C[C@@H]2C)cc1 | 10 | -1.5 | 5 | -1 | · | · | -5 | 2 | -5 | 6 | -22
O=c1[nH]c(=O)n(Cc2ccc(F)cc2)c(O)c1C=NCC1CCCO1 (stereo not drawn) | 9 | -1.0 | -3 | 5 | 2 | -13 | 14 | 10 | -2 | 2 | -5
COC(=O)C1=C(c2ccc(F)cc2OCc2ccccc2)C[C@@H]2CC[C@H]1N2C(=O)NCc1ccccc1OC | -5 | 0.2 | -3 | -29 | 3 | -10 | 2 | 6 | -6 | -9 | 5
C[C@]12N[C@H](Cc3ccccc31)c1ccccc12 | 7&10 | 1.1&-1.1 | 1&5 | -20&-10 | -1 | -7&-15 | 7&5 | 14&4 | -5&-5 | 3&-3 | -5&-14
